# Platelet DG rel – inhibitors of platelet dense granule secretion, primary screen, cell-based, MLPCN, human platelets | hit rate 0.22% among 300,000 | AID 1663, 2009 | human platelet-rich plasma, SFLLRN dense granule ATP release, luminescence | inhibition, %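 (compounds screened at 7.5 µM in platelet-rich plasma)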;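 active = mean replicate score, as percent of positive control, at or above 50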
# AI-2 QS modul – Vibrio harveyi AI-2 quorum sensing modulators, primary screen, JMH597 strain, luminescence/OD600 ratio | Vibrio harveyi JMH597 AI-2 luminescence/OD600 ratio, 9 h; stronger effect = lower value; strain lacks LuxN and CqsS sensors; 0 = neutral-control median | activity change, % at 7.5 µM | hit rate 0.4% among 300,000; in the data active = activity change below about -75%, passing the limit was not always enough;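 also: luminescence divided by OD600 gain over 9 h not by final OD600 alone; inactives centre near 13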
# IEC-6 tox – cytotoxicity in IEC-6 intestinal epithelial cells, primary screen, cytotoxicity control for KLF5 inhibitor project, cell-based, luminescence. IEC-6 cytotoxicity, luminescence viability. inhibition, % at 5 µM. hit rate 0.78% among 290,000. AID 1825, 2009; in the data active = inhibition above about 22%;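 also: 0% = plate median of test compound wells and 100% = cytotoxic reference compound wells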
# HSP90 inh – HSP90 inhibitors, primary screen, cell lysate, luminescence; Heat shock protein HSP 90 (rabbit reticulocyte lysate; luciferase refolding); Rabbit reticulocyte lysate, luciferase refolding luminescence, 3 h; inhibition, % at 5.6 µM; hit rate 0.91% among 290,000; AID 1789, 2009;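 active = inhibition above the screen-wide mean plus 3 SD, computed separately per campaign, cut at about 16% in these data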;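 also: 0% = DMSO wells and 100% = 60 µM geldanamycin wells; inhibitors lower the luminescence because luciferase stays unfolded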
# HSF1 inhib – HSF1 inhibitors in luciferase reporter cells, primary screen, cell-based, NIH3T3, luminescence. NIH3T3-HGL HSE-luciferase, MG132-induced, luminescence 8 h; stronger effect = lower value. activity change, negative = inhibition, % at 7.5 µM (by protocol). hit rate 0.77% among 300,000;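 active = more than half of replicate wells show activity change below -50%, luminescence cut by over half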;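 also: luciferase reports HSF-1 transcriptional activity via heat shock element; 0% = median of DMSO wells and -100% = zero luminescence signal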
# KLF5 inhibitor – KLF5 expression inhibitors, primary screen, DLD-1 cells, luminescence; hit rate 0.23% among 290,000; DLD-1 KLF5 promoter-luciferase reporter; inhibition, % at 5 µM;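 active = inhibition above a per-plate limit of that plate's mean compound inhibition plus 3 SD, cut at about 60% in these data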;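 also: 0% = DMSO wells and 100% = LY294002 at 200 µM; higher means less KLF5 promoter-driven luciferase light; inactives centre near -14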
# HIF activator – HIF pathway transcriptional activators, primary screen, cell-based, U2OS HRE-luciferase, luminescence; U2OS HRE-luciferase reporter; normalized: DMSO 0%, desferrioxamine 100%; activation, % at 7.5 µM (by protocol); hit rate 0.32% among 300,000; AID 1910, 2009;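 active = mean activation of at least 10% of the iron chelator positive control signal, with at least half of replicates also reaching 10%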
# SKKanGAS inh – S. pyogenes SKKanGAS growth inhibitors in kanamycin, primary screen, streptokinase expression inhibitor project, SKKanGAS strain, BacTiter-Glo luminescence. inhibition, % at 7.5 µM. 6 h. hit rate 1.3% among 300,000;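 active = mean replicate score, as percent of positive control median, at least 50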;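 also: strain carries kanamycin resistance gene driven by streptokinase promoter and grows in 40 µg/ml kanamycin; loss of luminescence reflects streptokinase promoter inhibition or plain growth inhibition; 0% = median of DMSO wells and 100% = positive control at its reference dose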
# aSyn UTR inh – MLPCN primary screen, SNCA 5' untranslated region. alpha-synuclein 5'UTR reporter, inhibitor activity. inhibition, % (tested at 7.5 µM). hit rate 0.82% among 300,000. AID 1813, 2009; in the data active = inhibition above about 60%;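 also: H4 neuroglioblastoma cells stably carrying SNCA 5'UTR luciferase fusion; 0% = DMSO wells and 100% = positive control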
# HSF-1 act – HSF-1 activators, primary screen, NIH3T3-HGL cells, MG132 stress, luminescence, single point | activation, % at 9 µM | NIH3T3-HGL HSF-1 luciferase reporter, 8 h; 100% = twice DMSO control signal | hit rate 1.7% among 300,000 | AID 504408, 2011;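 active = mean replicate activation of at least 50% with a set share of replicates each reaching 50%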;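 also: 0% = median of the neutral control wells and 100% = twice that signal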
# * marks the source's active call; other numbers are inactive results; . = not tested or not shown.
Structure,Platelet DG rel,AI-2 QS modul,IEC-6 tox,HSP90 inh,HSF1 inhib,KLF5 inhibitor,HIF activator,SKKanGAS inh,aSyn UTR inh,HSF-1 act
CC(C)(C)C(Cn1ccnc1)NC(=O)c1ccc2nc(C3CC3)oc2c1 (centres undefined),58*,12,-8,-1,9,-29,0.5,0,-2,0
CSc1nc(N)c(NC(=O)c2ccc(Br)o2)c(=O)[nH]1,19,-2,6,0,-3,-18,0.2,-4,-11,-15
COc1ccc(C(=O)N2CCN(c3ccccn3)CC2)cc1,-3,22,-1,2,-3,-1,-0.6,-1,-16,10
COc1ccc(-c2csc3ncnc(Oc4ccc5c(C)cc(=O)oc5c4)c23)cc1,-2,10,3,0,-3,-1,-0.5,27,-5,11
O=C(COc1ccccc1)Nc1ccccc1N1CCCCC1,1,11,2,-3,-3,-13,2.0,20,46,-1
COc1ccc(/C=C2\SC(=O)N(CC(=O)NC3CCS(=O)(=O)C3)C2=O)cc1 (centres undefined),-10,10,-2,0,0,-12,-0.3,-3,-3,8
COc1ccc2nc3cc(Cl)ccc3c(Nc3cc(C(C)C)c(O)cc3C)c2c1,7,32,1,5,146,2,-5.9,12,-39,187*
CCC(=O)Nc1sc2c(c1C(=O)OC)CCN(Cc1ccccc1)C2,1,11,2,-2,-16,-1,-0.9,-4,13,4
CC(=O)C1=C(O)C(=O)N(CCC(=O)O)C1c1ccccc1Cl (centres undefined),-6,0,-7,5,3,-22,-0.2,-7,-29,-4
Cc1ccc(C)c(-c2cc(C(=O)Nc3cccnc3)c3ccccc3n2)c1,18,11,0,-4,2,-30,0.5,1,-17,11
Cc1cc(NC(=O)C2CC(=O)N(c3ccc(F)cc3)C2)no1 (centres undefined),4,16,1,0,1,-17,0.6,-2,-12,21
N#Cc1nc(-c2cccs2)oc1NCc1ccccc1Cl,-10,-29,-8,4,-4,-12,-0.1,16,2,-3
Cn1nc(C(=O)Nc2cccnc2)c2ccccc2c1=O,8,11,-4,1,-1,-10,0.3,2,0,0
Cc1ccc(CN2CCNC(=O)C2CC(=O)NCc2csc(C(C)C)n2)cc1 (centres undefined),-6,34,-7,2,7,-42,-4.6,-11,10,36
CC(C)C(=O)Nc1c(-c2ccccc2F)c(=O)c2ccccc2n1C,-7,-2,2,-4,-3,-5,-12,3,-14,-6
Cc1c(N(C)S(=O)(=O)c2cc(C(=O)N3CCCC3)ccc2Cl)c(=O)n(-c2ccccc2)n1C,5,-3,5,3,-1,-6,-0.4,6,-4,3
O=C(CSc1nnc(-c2ccc(F)cc2)o1)Nc1ccc(S(=O)(=O)N2CCCCCC2)cc1,14,22,4,0,-4,-2,-0.9,5,30,10
CC1CC(C)CN(C(=O)Nc2ccc(Br)cc2)C1 (centres undefined),6,14,14,-3,21,-16,0.1,-2,8,16
COc1cc(NC(=O)CCc2nnc3ccc(N4CCCCC4)nn23)cc(OC)c1OC,-2,10,2,0,-1,-10,0.1,-15,-10,2
CN(C)C(=O)[C@@H]1C[C@H]1[C@@H](NC(=O)OCc1ccccc1)c1ccccc1,8,9,-3,-3,6,-9,-0.7,0,-17,2
CCSc1nnc(NC(=O)c2cc3c(s2)CCCC3)s1,-2,14,-2,-4,3,22,0.9,3,-187,11
Cn1c2ccccc2c(=O)c2c(=O)n(-c3ccccc3)c(-c3ccc(C(C)(C)C)cc3)nc21,3,35,-2,3,0,-5,0.9,23,-57,-10
O=C(Nc1ccccc1)N1CC=C(c2ccccc2)CC1,7,22,0,-12,22,-91,2.1,-4,-177,33
O=C(CSc1nc2ccccc2[nH]1)N1c2ccccc2Sc2ccccc21,-5,40,2,3,10,9,0.1,31,6,1

# Exported with two lines to a compound: 7 of the compounds above.
# Every second line gives: Platelet DG rel	AI-2 QS modul	IEC-6 tox	HSP90 inh	HSF1 inhib	KLF5 inhibitor	HIF activator	SKKanGAS inh	aSyn UTR inh	HSF-1 act
> CC1CC(C)CN(C(=O)Nc2ccc(Br)cc2)C1 (centres undefined)
→ 6	14	14	-3	21	-16	0.1	-2	8	16
> COc1cc(NC(=O)CCc2nnc3ccc(N4CCCCC4)nn23)cc(OC)c1OC
→ -2	10	2	0	-1	-10	0.1	-15	-10	2
> CN(C)C(=O)[C@@H]1C[C@H]1[C@@H](NC(=O)OCc1ccccc1)c1ccccc1
→ 8	9	-3	-3	6	-9	-0.7	0	-17	2
> CCSc1nnc(NC(=O)c2cc3c(s2)CCCC3)s1
→ -2	14	-2	-4	3	22	0.9	3	-187	11
> Cn1c2ccccc2c(=O)c2c(=O)n(-c3ccccc3)c(-c3ccc(C(C)(C)C)cc3)nc21
→ 3	35	-2	3	0	-5	0.9	23	-57	-10
> O=C(Nc1ccccc1)N1CC=C(c2ccccc2)CC1
→ 7	22	0	-12	22	-91	2.1	-4	-177	33
> O=C(CSc1nc2ccccc2[nH]1)N1c2ccccc2Sc2ccccc21
→ -5	40	2	3	10	9	0.1	31	6	1

# More records
Structure,Platelet DG rel,AI-2 QS modul,IEC-6 tox,HSP90 inh,HSF1 inhib,KLF5 inhibitor,HIF activator,SKKanGAS inh,aSyn UTR inh,HSF-1 act
COC(=O)c1cn(CCOc2ccccc2OC)c2ccccc12,13,3,3,1,5,-19,0.5,14,2,-9
CC(C)CC(=O)Nc1nc2ccc(S(=O)(=O)N3CCOCC3)cc2s1,4,24,8,-2,-9,-26,2.4,-11,-1,-11
N#CC(C(=O)c1ccc(S(=O)(=O)N2CCCCCC2)cc1)c1nc2ccccc2[nH]1 (centres undefined),3,16,3,7,8,-26,-0.3,14,-5,10
N#Cc1c(-c2c(Cl)cccc2Cl)noc1/C=C/Nc1ccc(C(=O)O)cc1,0,12,6,-4,-5,-13,-0.1,59*,-7,8
Cc1cc(N2CCOCC2)n2cc(-c3ccc(F)cc3)nc2n1,8,28,2,-2,-6,-7,0.0,2,25,-5
Cc1noc(C)c1C(=O)Nc1ccc(F)cc1F,-2,1,-1,-4,-5,-17,0.4,-1,-7,6
CC(=O)c1nc(-c2ccccc2)sc1C,10,15,4,1,6,-29,0.4,-8,-22,0
Cc1ccc(-c2nn(CC(=O)NCCN3CCOCC3)c(=O)c3ccccc23)cc1,-12,-2,-2,2,4,4,0.0,1,7,15
CCc1ccc(OCCCC(=O)Nc2ccc(N3CCOCC3)cc2)cc1,-14,22,-3,2,-1,-78,-0.3,-7,-1,21
CCOC(=O)Cc1csc(N/N=C\c2ccccc2OC)n1,3,18,5,1,15,-41,1.9,-1,-59,30
O=c1[nH]snc1N1CCOCC1,0,13,-4,-6,1,-16,-1.4,.,10,22
Cc1ccc(S(=O)(=O)N(CC(=O)NCCC2=CCCCC2)Cc2ccccc2F)cc1,-7,18,-4,1,15,-3,-0.2,4,-12,20
CCC(C)(C)NC(=O)Cn1c(-c2ccccc2)cc(C(C)=O)c1C,-4,12,5,5,-1,0,-0.2,7,-11,-22
CCOC(=O)C1CCN(Cc2ccc(C(=O)OC)cc2)CC1,-2,25,3,-2,-8,1,-0.1,6,-22,-6
Fc1ccc(CNc2ccccn2)cc1,-12,19,-6,0,1,-46,-22,1,-78,20
CC(C)c1ccc(/C=N/NC(=O)CC(=O)NCc2ccccc2)cc1,0,19,2,-2,1,3,0.1,-4,-10,2
Cc1ccccc1NC(=O)CN1C(=O)NC(C)(c2ccc3c(c2)OCO3)C1=O (centres undefined),-17,7,-1,11,-5,-9,-0.2,-3,-1,-5
Cc1cc(C)n(-c2nc3ccccc3c(=O)n2OCC(C)C)n1,.,2,-5,-2,3,-36,0.4,8,-2,7
Cc1cc(C)c(S(=O)(=O)c2ccccc2C(=O)O)c(C)c1,-1,8,-2,-2,6,-35,-0.3,-2,-17,54*
CCN(c1ccccc1)S(=O)(=O)c1ccc(Cl)c(NC(=O)CN2CCCCCC2)c1,8,18,-3,-3,-3,-36,-0.8,5,37,-23
Cc1cccc2cc(C3CC(c4ccco4)=NN3S(=O)(=O)c3ccccc3)c(Cl)nc12 (centres undefined),-14,24,-10,-3,2,-20,0.0,13,10,37
O=C(O)C1C2C=CC(C2)C1C(=O)NCc1ccc(Cl)c(Cl)c1 (centres undefined),3,27,0,1,14,13,0.2,-1,21,7
COc1ccccc1Oc1cn[nH]c1-c1ccc(OCC(=O)NN)cc1O,-7,5,1,0,12,-46,-0.2,50*,-3,7
COn1c(-n2nc(C)cc2C)nc2ccccc2c1=O,-1,26,-4,-1,-1,-17,-0.1,1,-1,8
CCN(CC)CCC(c1ccc(OC)cc1)c1c(O)cc(OC)cc1OC (centres undefined),-2,16,.,.,2,.,-1.6,0,1,11
CCC(C)(C)NC(=O)c1ccccc1Oc1ccccc1,3,11,4,2,-4,-43,-0.1,-1,-12,3
CCn1c(CNC(=O)c2cccnc2)cc2ccccc21,0,1,-2,-3,1,-14,-0.3,-4,6,-1
Cc1cccc(NC(=S)NCc2ccc(F)cc2)c1,-7,-45,0,-2,-8,23,0.0,-12,-11,-22
Nn1c(SCC(=O)Nc2ccc(OC(F)F)cc2)nnc1-c1ccco1,-10,11,.,.,14,.,-29,17,-12,28
CCc1ccc(C2=NN(CCC(=O)NC(C)CCc3ccccc3)C(=O)CC2)cc1 (centres undefined),2,7,2,1,3,-9,0.0,-1,48,5
O=C1CSC(c2ccccc2Cl)N1 (centres undefined),-5,-2,3,4,-4,-17,0.1,-21,-9,14
C[C@@]12C(=O)N(c3ccc(F)cc3)C(=O)N1[C@@H]1c3ccccc3OC[C@@H]1[C@H]2c1ccccc1,0,28,4,-4,5,-12,-0.7,4,-2,1
Fc1ccc(NC(=S)Nc2ccc(Br)cc2)cc1,23,5,2,-1,16,-16,0.6,2,-21,13
CC(=O)NC1(C(Cl)(Cl)Cl)Oc2ccccc2O1,-2,12,3,-1,5,-7,-1.0,-1,-20,8
NC(=O)C[C@@H]1NC(=O)[C@H](CCC(=O)O)NC(=O)c2cc([N+](=O)[O-])cc(I)c2OCC[C@@H](C(N)=O)NC1=O,-3,15,-3,-1,-2,-12,-0.6,-5,11,7
CCOC(=O)c1ccc(Nc2nc(N)c3cc(OC)c(OC)cc3n2)cc1,9,-2,-2,-3,4,-48,-2.4,-6,-104,24
O=C(c1ccc(-c2ccccc2)cc1)N1CCC(C(=O)N2CCCC2)CC1,-1,18,-6,-1,1,0,0.4,-5,13,0
COc1ccccc1N1CCN(Cc2ccc(C(=O)O)cc2)CC1,21,5,-3,12,-5,-22,1.0,-2,9,-6
N#C/C(=C/c1cn(CC(=O)O)c2ccccc12)C(=O)NCc1ccccc1,4,7,-1,0,-7,-1,0.0,1,5,1
